EPAC2 antag = EPAC2 (human) antagonism. EPAC2 GEF exchange of Rap1B-BODIPY-GDP, fluorescence. 360,000 compounds, 0.18% hits. AID 720708. Potency, µM (top dose mostly 114 µM), without a hit: at the highest dose activity, negative = inhibition, usual class: inhibitors; further: potency means the concentration at half of the fitted maximal effect; on the % scale 0 is the no-effect control and ±100 the full control effect; nearly all actives have a fitted effect of over 45% in size; many of its hits are not listed in these tables
Target sequence (Q8WZA2 whole entry, looked up): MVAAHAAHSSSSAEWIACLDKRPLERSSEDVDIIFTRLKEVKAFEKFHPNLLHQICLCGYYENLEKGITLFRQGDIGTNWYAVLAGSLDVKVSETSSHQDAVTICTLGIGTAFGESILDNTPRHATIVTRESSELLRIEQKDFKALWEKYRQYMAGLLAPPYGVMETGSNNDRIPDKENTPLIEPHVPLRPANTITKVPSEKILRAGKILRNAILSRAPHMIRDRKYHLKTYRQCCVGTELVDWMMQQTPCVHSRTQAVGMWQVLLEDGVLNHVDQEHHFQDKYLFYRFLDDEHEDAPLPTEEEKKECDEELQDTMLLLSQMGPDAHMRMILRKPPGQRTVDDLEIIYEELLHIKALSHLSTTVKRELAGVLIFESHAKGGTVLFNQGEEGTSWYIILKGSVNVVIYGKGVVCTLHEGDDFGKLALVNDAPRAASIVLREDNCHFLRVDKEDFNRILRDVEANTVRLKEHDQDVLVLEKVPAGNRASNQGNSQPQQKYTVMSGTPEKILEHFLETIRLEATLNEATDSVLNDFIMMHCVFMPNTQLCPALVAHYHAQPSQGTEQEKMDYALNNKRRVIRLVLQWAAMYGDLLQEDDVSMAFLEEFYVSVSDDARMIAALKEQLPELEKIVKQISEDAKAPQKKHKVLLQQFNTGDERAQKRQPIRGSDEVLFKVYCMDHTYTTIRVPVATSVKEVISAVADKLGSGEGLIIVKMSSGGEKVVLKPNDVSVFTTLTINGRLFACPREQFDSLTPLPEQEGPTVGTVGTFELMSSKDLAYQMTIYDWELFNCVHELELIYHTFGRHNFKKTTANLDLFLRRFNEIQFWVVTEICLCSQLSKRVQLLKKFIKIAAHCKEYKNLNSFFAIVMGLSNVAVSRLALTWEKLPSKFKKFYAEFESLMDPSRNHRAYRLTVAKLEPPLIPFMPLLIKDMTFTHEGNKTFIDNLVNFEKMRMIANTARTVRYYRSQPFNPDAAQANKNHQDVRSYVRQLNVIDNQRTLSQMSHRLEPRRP
PTHR1 agonist = PTHR1 (human) receptor agonism; HEK293 GP2 PTHR1 cells, GloSensor cAMP luminescence, 1 h; Potency, µM (titrated, usually from 115 µM), without a hit: top-dose activation, hits mostly activators; 410,000 compounds, 0.075% hits; further: potency means the concentration at half of the fitted maximal effect; nearly all actives have a fitted effect of over 55% in size; some results filed as inactive show a strong effect at the top dose; inactives centre near -15; many of its hits are not listed in these tables
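HEK-293-derived GP2 cells expressing PTHR1 and a GloSensor cAMP reporter, 3,000/well, plated overnight, given luciferin plus IBMX (each 0.5 mM as added) for 1 h at 37 °C, then compound for 1 h at 37 °C. Luminescence was read after 15 min at room temperature.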
EPAC2 ag = agonists of human EPAC2 (RAPGEF4). Q8WZA2. EPAC2 activation, biochemical qHTS; response scale: 100% = 6.5 mM cAMP response. Potency, µM (titrated, usually from 154 µM), without a hit: at the top dose activation, usual class: activators. 360,000 compounds, 0.079% hits. AID 720711; further: potency means the concentration at half of the fitted maximal effect; nearly all actives have a fitted effect of over 50% in size
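In this primary screen, activation is scored as increased exchange of BODIPY-GDP from Rap1B by 100 nM EPAC2, with 50 uM GDP as competitor. Signal is normalized to the 6.5 mM cAMP agonist control.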
CCT modulator = changes cytosolic chaperonin activity | activity change, % (no concentration beside the values), hits read low | purified chaperonin ATPase assay, HTRF ADP detection, 30 min | AID 651819 | 360,000 compounds, 0.3% hits; in the data active means activity change below about -30%; further: on the % scale 0 is the no-effect control and ±100 the full control effect
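Enzyme 40 or 20 nM (batch-dependent) in Tris pH 7.4/KCl/MgCl2/DTT; cpd 76 uM single point; ATP 10 uM; 30 min 37 °C; Transcreener ADP HTRF detection, 30 min RT; ratio 665/615.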
DRD3 agonist = D3 dopamine receptor (human) agonism. max activation, %. D3R DiscoveRx beta-arrestin cells, luminescence, 90 min. 410,000 compounds, 0.58% hits. P35462. AID 652048; in the data active means max activation above about 30%; further: 0% is about no effect; mostly tested at two doses, the higher about 12 µM
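Agonist-mode cell screen: cells plated at 1500/well and incubated overnight at 37 °C, then exposed to library compounds for 90 min at 37 °C. Detection reagent was added for 30–60 min at room temperature, and luminescence was read.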
pAkt inh = blocks phosphorylation of Akt; Neuro2A IGF-stimulated pAkt S473 HTRF, 20 min; active compounds read low; 360,000 compounds, 0.32% hits; activity change, % for hits at 50 µM; in the data active means activity change below about -80%; inconclusive means mostly about -51% to -80%; further: on the % scale 0 is the no-effect control and ±100 the full control effect
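Neuro2A cells in DMEM with 0.5% FBS, overnight at 37 deg C, given compound at single 50 µM final, then IGF (6 nM final) for 20 min at 37 deg C. Lysed; phospho-Akt Ser473 by HTRF after 24 h, 665/615 ratio.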
DRD3 antagonist = blocks the human D3 dopamine receptor. 360,000 compounds, 2.5% hits. max response, negative = inhibition, %. P35462. D3R cells, DiscoveRx beta-arrestin luminescence, antagonist mode; active compounds read low; in the data active means max response below about -50%; inconclusive means no clear call, values can overlap the other calls; further: on the % scale 0 is the no-effect control and ±100 the full control effect; mostly tested at two doses, the higher about 12 µM
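Cells plated overnight at 1500 cells/well, then exposed to library compounds with dopamine controls for 90 minutes at 37 degrees C. DiscoveRx reagent added for 30–60 minutes at room temperature; luminescence read, quantitative HTS format.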
MmCpn inh = M. maripaludis TRiC chaperonin inhibition; purified Mm-Cpn ATPase, ADP Transcreener TR-FRET; 330,000 compounds, 0.031% hits; Potency, µM (series often up to 76.9 µM), without a hit: at the top dose activity, negative = inhibition, actives largely listed as inhibitors; AID 504842; further: potency means the concentration at half of the fitted maximal effect; on the % scale 0 is the no-effect control and ±100 the full control effect; nearly all actives have a fitted effect of over 80% in size
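Reaction buffer contained 30 mM Tris pH 7.4, 100 mM KCl, 5 mM MgCl2 and 1 mM DTT. Mm-CPN (25 nM final) hydrolysed 10 uM ATP over 30 min at 37°C; ADP was read by HTRF.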
Numbers without * were called inactive; i = inactive; ? = inconclusive; · = no result given; [ ] = remark or other dose. Unless noted, the call rests on the fitted dose curve; in most records, active means well fitted curve in the direction sought with a large enough effect; inconclusive means small, poorly fitted or top-dose-only effect, or another doubt; inactive means no such curve, though single readings can be large; an effect the other way counts as inactive or inconclusive.

SMILES	EPAC2 antag	PTHR1 agonist	EPAC2 ag	CCT modulator	DRD3 agonist	pAkt inh	DRD3 antagonist	MmCpn inh
CC(=O)c1cccc(NC(=O)c2ccc3c(c2)C(=O)N(Cc2cccnc2)C3=O)c1	-6.8%	-80.7%[inhibitor]	2.0%	-5.3	8.6	i	2.6	1.0%
CC(C)(C)c1ccc(Oc2ccc(NC(=O)CCCC(=O)O)cn2)cc1	12.3%	i	0.0%	-0.3	-3.5	i	-10.6	1.2%
O=C(NC1CCCCC1)N1CCN(Cc2nc3ccccc3c(=O)[nH]2)CC1	27.3%	10.9%	2.6%	2.5	-5.3	i	-13.4	·
COc1cc([N+](=O)[O-])ccc1NC(=S)N1CCN(c2ccccn2)CC1	-18.6%	-30.7%[inhibitor]	4.8%	2.7	2.8	i	-6.8	1.0%
Cc1sc2ncnc(N3CCC(C(=O)Nc4ccc(OC(F)F)c(Cl)c4)CC3)c2c1C	10.6%	-38.8%	14.4%	2.0	-0.8	i	19.6	-16.4%
O=C(OCC(=O)c1c[nH]c2ccccc12)c1ccco1	-6.2%	-12.1%	13.7%	-5.0	-5.1	i	-9.7	1.7%
CCCCNS(=O)(=O)c1cc(-c2nn(C)c(=O)c3ccccc23)ccc1C	3.3%	-25.5%	12.5%	-2.2	0.6	i	-1.7	-2.6%
CC1CCN(CCCNC(=O)c2ccc(CS(=O)(=O)Cc3ccc(Cl)cc3)o2)CC1	-8.4%	i	5.1%	2.1	-6.8	·	-6.9	1.3%
Cc1c(OCC(=O)NCCCN2CCOCC2)ccc2c3c(c(=O)oc12)CCCC3	1.7%	i	4.4%	-2.4	-0.1	i	-4.1	1.8%
O=C(NCc1ccncc1)C1CCCCC1	-2.4%	i	5.2%	-2.9	2.0	i	4.8	0.2%
CCOc1ccc(C(O)c2nccn2Cc2ccccc2)cc1 (centres undefined)	-3.7%	-6.4%[57.5 µM]	7.9%	-0.9	1.4	i	-18.5	0.7%
Cc1cccc(C)c1NC(=O)c1cccc(COc2cc(Cl)ccc2Cl)c1	-11.7%	i	-0.7%	-3.7	-4.1	i	-26.9	1.7%
Cc1ccc(C(=O)NCCOc2ccc(Cl)cc2)cc1	-3.9%	-9.8%	8.4%	0.1	-18.1	i	-5.0	1.2%
O=C(Cc1ccccc1)n1nc(-c2ccco2)nc1SCc1ccccc1	-3.2%	-8.0%	4.0%	3.4	2.1	i	-19.2	0.3%
COc1cccc(CN2CCN(Cc3ccccc3C(F)(F)F)CC2)c1	-13.4%	-21.6%	7.9%	0.5	-23.7	i	0.0	-2.2%
O=C(CSc1nnc(COc2ccccc2)n1Cc1ccco1)c1ccc(F)cc1	-11.4%	-21.0%[57.5 µM]	10.0%	-1.2	3.3	i	-8.2	-9.9%
CC(=O)C(Cc1ccccc1)NC(=O)CN1CCc2ccccc2C1 (centres undefined)	-26.5%	1.2%	0.8%	1.1	-15.8	i	-14.6	0.2%
CC(C)(C)OC(=O)NC(CCNC=C1C(=O)OC(C)(C)OC1=O)C(=O)O (centres undefined)	-1.7%	i	1.2%	-2.0	-9.0	i	4.7	1.4%
CCn1c(CNC(=O)Cc2ccc(OC)cc2)nnc1SCC(=O)Nc1ccc(C(=O)O)cc1	-0.9%	i	2.1%	-1.1	-0.6	i	9.9	0.1%
CCc1c(C)nc(SCC(=O)Nc2c(C)n(C)n(-c3ccccc3)c2=O)[nH]c1=O	6.3%	-9.6%[57.5 µM]	-0.7%	-0.7	3.5	i	8.4	-0.4%
Cc1ccc(C(C(=O)NC2CCCCC2)N(C(=O)Cc2c[nH]c3ccccc23)c2ccccc2)o1 (centres undefined)	4.0%	?	-8.9%	0.1	-16.7	i	31.2	0.8%
CCc1nccn1CCC(=O)N1CCCC(N2CCN(c3ccccc3C)CC2)C1 (centres undefined)	-1.6%	16.2%	3.7%	-5.3	-20.3	i	-6.0	-0.7%
COC(=O)c1ccc(COc2ccc(-c3nn[nH]n3)cc2)cc1	-0.5%	-4.3%	-3.1%	-2.4	-4.3	i	-16.5	1.1%
Cc1cccc(C)c1N(CC(=O)N(C)Cc1ccccc1)S(C)(=O)=O	-3.5%	i	1.2%	-0.1	9.2	i	-6.5	-1.4%
c1ccc2nc3c(nc2c1)c1ccccc1n3CCN1CCOCC1	-0.2%	i	0.5%	0.5	5.7	i	6.5	-0.8%

Additional results
SMILES	EPAC2 antag	PTHR1 agonist	EPAC2 ag	CCT modulator	DRD3 agonist	pAkt inh	DRD3 antagonist	MmCpn inh
Cc1csc(=O)n1CC(=O)OCC(=O)Nc1cc(S(=O)(=O)N2CCOCC2)ccc1Cl	13.3%	i	0.0%	-1.5	5.5	i	29.0	-1.4%
OCCCNc1ncnc2[nH]ncc12	-4.6%	i	7.3%	-1.8	2.9	i	6.0	·
Cc1cc(C)c(C#N)c(SCC(=O)Nc2nnc(-c3ccccc3)s2)n1	9.6%	i	-15.6%	0.1	5.2	i	10.8	0.8%
CCCn1c(SCC(=O)Nc2nccs2)nnc1-c1cccnc1	-1.0%	i	15.1%	-3.0	3.4	i	1.1	-2.7%
O=C(NC1CCCCC1)C(c1ccc(F)cc1)N(Cc1ccccc1)C(=O)CN1C(=O)c2ccccc2S1(=O)=O (centres undefined)	11.2%	i	-8.7%	2.6	4.1	i	-3.8	2.2%
Cc1ccc(NC(=O)CSCC(=O)Nc2cc(Cl)ccc2N2CCN(C)CC2)cc1	-3.6%	-5.9%	0.1%	-0.3	0.4	i	3.0	4.0%
Fc1cccc(NC(=S)N2CCn3cccc3C2c2cccnc2)c1 (centres undefined)	-2.9%	-26.2%	9.4%	-4.5	-0.2	i	-4.9	-7.8%
O=C(O)C1CCC(CNCc2ccccc2Cl)CC1 (centres undefined)	17.5%	i	7.8%	1.1	-8.8	i	-7.7	3.4%
O=C(O)C[C@H]1c2cc(F)ccc2S(=O)(=O)N1C1CCCC1	-5.6%	8.1%	6.2%	-0.5	0.6	i	19.0	·
O=S(=O)(NCc1ccc(Cl)cc1)NCc1ccccc1F	-8.2%	-9.0%	6.6%	-3.3	-10.6	i	-10.0	1.1%
COc1ccc(C(CC(=O)c2ccccc2)S(=O)(=O)c2ccc(C)cc2)cc1 (centres undefined)	0.7%	-29.7%[57.5 µM]	11.0%	-3.6	-12.7	i	9.4	-0.3%
Cc1nc(NC(=O)c2ccccc2)nc2cc3c(cc12)OCO3	1.8%	i	-0.1%	-1.3	-3.4	i	-8.1	-1.0%
COc1ccc(S(=O)(=O)N(CC(=O)NCc2ccco2)c2ccc(F)cc2)cc1	-11.1%	i	17.8%	-4.2	-3.2	i	-3.4	1.5%
CN(C)N=Nc1ccc(S(=O)(=O)N2CCSC2C(=O)O)cc1 (centres undefined)	-2.2%	i	12.7%	-1.6	-4.0	·	-7.8	·
CSc1ccc(NC(N)=S)cc1	0.3%	i	-1.2%	-0.1	1.8	i	-3.8	-0.7%
Cc1nn(CC(=O)NC2CCCCC2)c(C)c1[N+](=O)[O-]	6.6%	-13.9%	5.4%	-5.0	-15.0	i	-22.6	·
CCn1ncc([C@@H]2C[C@H]3CN(Cc4cccc(Cl)c4)C(=O)[C@]34CCCN24)c1C	5.4%	i	3.8%	-2.1	-5.3	i	-12.1	0.1%
C=CCc1cc(S(=O)(=O)c2ccc(O)c(CC=C)c2)ccc1O	-16.2%	-40.4%[inhibitor]	6.0%	0.5	-5.5	i	-22.4	0.8%
CC(=O)Nc1ccc(NS(=O)(=O)c2ccc(-c3csc(C)n3)s2)cc1	-7.0%	-3.9%	9.5%	-9.9	1.2	i	4.9	-1.7%
O=C(C[n+]1cccc(/C=N/O)c1)N(Cc1ccccc1)Cc1ccccc1	5.2%	-13.0%	25.3%	-1.9	18.9	i	-6.2	0.5%
CC1=NN(c2ccc(Br)cc2)C(=O)/C1=C/c1cccs1	-3.4%	-14.1%[57.5 µM]	10.2%	-2.9	-8.7	i	-17.2	0.3%
COc1ccc(-c2csc(C(O)c3cccnc3)n2)cn1 (centres undefined)	7.8%	-9.4%	-0.6%	0.7	0.4	i	5.6	·

9 compounds out of the list, ordered by number of heavy atoms, falling.
SMILES	EPAC2 antag	PTHR1 agonist	EPAC2 ag	CCT modulator	DRD3 agonist	pAkt inh	DRD3 antagonist	MmCpn inh
COc1ccc(S(=O)(=O)N(CC(=O)NCc2ccco2)c2ccc(F)cc2)cc1	-11.1%	i	17.8%	-4.2	-3.2	i	-3.4	1.5%
CCn1ncc([C@@H]2C[C@H]3CN(Cc4cccc(Cl)c4)C(=O)[C@]34CCCN24)c1C	5.4%	i	3.8%	-2.1	-5.3	i	-12.1	0.1%
O=C(C[n+]1cccc(/C=N/O)c1)N(Cc1ccccc1)Cc1ccccc1	5.2%	-13.0%	25.3%	-1.9	18.9	i	-6.2	0.5%
CCCn1c(SCC(=O)Nc2nccs2)nnc1-c1cccnc1	-1.0%	i	15.1%	-3.0	3.4	i	1.1	-2.7%
Cc1nc(NC(=O)c2ccccc2)nc2cc3c(cc12)OCO3	1.8%	i	-0.1%	-1.3	-3.4	i	-8.1	-1.0%
CN(C)N=Nc1ccc(S(=O)(=O)N2CCSC2C(=O)O)cc1 (centres undefined)	-2.2%	i	12.7%	-1.6	-4.0	·	-7.8	·
O=C(O)C[C@H]1c2cc(F)ccc2S(=O)(=O)N1C1CCCC1	-5.6%	8.1%	6.2%	-0.5	0.6	i	19.0	·
Cc1nn(CC(=O)NC2CCCCC2)c(C)c1[N+](=O)[O-]	6.6%	-13.9%	5.4%	-5.0	-15.0	i	-22.6	·
CSc1ccc(NC(N)=S)cc1	0.3%	i	-1.2%	-0.1	1.8	i	-3.8	-0.7%

Screening results (PubChem BioAssay)

Only part of the results is shown; rates above refer to the full screens.
